# AmpC no deterg – AmpC beta-lactamase inhibition without detergent; AmpC nitrocefin hydrolysis, absorbance 480 nm, 0.0001% Triton; Potency, µM (titrated, usually from 57.1 µM), without a hit: at the top dose activity change, negative = inhibition, usual class: inhibitors; actives 0.52% (n = 330,000); AID 485341;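 also: potency is read from the fitted curve at half-maximal effect; plate controls were no compound for no effect and no enzyme for full effect; nearly all actives have a fitted effect of over 20% in size; some results filed as inactive show a strong effect at the top dose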
# Target sequence (P00811 whole entry, looked up): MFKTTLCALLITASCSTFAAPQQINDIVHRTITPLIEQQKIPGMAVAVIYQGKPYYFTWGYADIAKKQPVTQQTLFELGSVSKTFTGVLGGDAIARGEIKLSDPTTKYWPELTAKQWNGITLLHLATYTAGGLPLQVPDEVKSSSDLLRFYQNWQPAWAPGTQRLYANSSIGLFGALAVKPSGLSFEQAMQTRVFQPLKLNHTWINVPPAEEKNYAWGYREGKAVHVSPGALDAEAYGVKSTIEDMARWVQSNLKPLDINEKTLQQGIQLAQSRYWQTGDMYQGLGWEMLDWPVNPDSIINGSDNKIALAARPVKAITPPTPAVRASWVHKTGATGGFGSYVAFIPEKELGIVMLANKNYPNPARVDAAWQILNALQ
#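 AmpC (5.3 nM in the dispensed reagent) in 20 mM phosphate pH 7.0 with 0.01% (detergent screen) or 0.0001% Triton X-100 was preincubated with compounds for 15 min at room temperature. Nitrocefin was then added from an 800 uM solution, and hydrolysis was followed at 480 nm.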
# FBPA Giardia inh – blocks Giardia fructose-bisphosphate aldolase activity; purified Giardia FBPA; actives 0.71% (n = 290,000); A8B2U2; AID 2451; Potency, µM (top dose mostly 59.6 µM), without a hit: at the top dose activity, negative = inhibition, most hits filed as inhibitors; also: potency is read from the fitted curve at half-maximal effect; % is scaled to controls: 0 for no effect and ±100 for the full control effect; nearly all actives have a fitted effect of over 55% in size
# Target sequence (A8B2U2 whole entry, looked up): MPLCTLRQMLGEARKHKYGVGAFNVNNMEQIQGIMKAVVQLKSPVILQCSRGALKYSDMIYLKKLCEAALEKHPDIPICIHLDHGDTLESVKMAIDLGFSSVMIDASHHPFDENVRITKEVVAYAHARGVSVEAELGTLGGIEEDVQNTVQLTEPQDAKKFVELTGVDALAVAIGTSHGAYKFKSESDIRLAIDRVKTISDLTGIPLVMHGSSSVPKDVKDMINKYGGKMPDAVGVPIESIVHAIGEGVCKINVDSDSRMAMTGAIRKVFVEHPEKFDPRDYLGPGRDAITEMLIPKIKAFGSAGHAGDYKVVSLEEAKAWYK
#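 Giardia FBPA (40 nM reagent) was preincubated 10 min at RT with compound (up to 57.5 uM final), then substrate plus GAPDH/TPI/NAD/arsenate coupling system with diaphorase/resazurin was added; resorufin fluorescence (525/598 nm) was read after 20 min.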
# AMA1-RON2 inh – inhibitors of Plasmodium falciparum AMA1-RON2 interaction; AlphaScreen AMA1-biotinylated RON2 peptide binding; Potency, µM (top dose mostly 58.2 µM), inactives show at the highest dose activity change, negative = inhibition, hits mostly inhibitors; actives 0.2% (n = 360,000);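 also: potency is read from the fitted curve at half-maximal effect; 0% = vehicle wells and -100% = peptide control; nearly all actives have a fitted effect of over 45% in size; some results filed as inactive show a strong effect at the top dose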
#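 AMA1 (3D7) with his tag at 25 nM final met compounds first, then biotinylated RON2 peptide at 25 nM; detection used donor plus acceptor beads, 10 µg/mL apiece, read by AlphaScreen after 30 min at room temperature.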
# CHX counter – affects cycloheximide protein synthesis inhibition readout, counter-screen; cell reporter, cycloheximide protein synthesis inhibition counterscreen; max response, %; actives 12% (n = 300,000); in the data active = max response mostly above about 13%, no sharp cut-off; inactive = mostly below about 14%; also: read at 38.3 µM for the half of the compounds with a filed dose; 0% is about no effect
# AmpC detergent – AmpC beta-lactamase inhibition with detergent present. P00811. AmpC hydrolysis of nitrocefin, absorbance 480 nm, 0.01% Triton. Potency, µM (titrated, usually from 114 µM), for the others: at the top dose activity change, negative = inhibition, actives largely listed as inhibitors. actives 0.041% (n = 370,000);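 also: potency is read from the fitted curve at half-maximal effect; 0% = no-compound wells and -100% = no-enzyme wells; nearly all actives have a fitted effect of over 25% in size; some results filed as inactive show a strong effect at the top dose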
#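 20 mM phosphate pH 7.0 + 0.01% (detergent screen) or 0.0001% Triton X-100; 5.3 nM AmpC reagent; cpd preinc 15 min RT; nitrocefin (800 uM stock) to start; A480 q20 s × 4 min; Activity was normalised to no-enzyme and no-compound control wells.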
# HCMV antiviral – human cytomegalovirus inhibition. HFF cells, HCMV-luciferase reporter, 72 h; active compounds read low. activity change, negative = inhibition, % at 57.5 µM. actives 4.5% (n = 410,000). AID 1259415; in the data active = activity change below about -60%; inconclusive = no clear call, values can overlap the other calls; inactive = above about -39%; also: % is scaled to controls: 0 for no effect and ±100 for the full control effect
#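 Steps: HFFs plated, 16 h 37C; compounds added; HCMV-luciferase added to MOI 1 PFU/cell; 72 h 37C; OneGlo reagent, 5 min room temperature; luminescence read, normalized to controls.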
# Shiga toxin inh – blocks Shiga toxin action in Vero cells | inhibition, % at 38.7 µM | AID 2315 | actives 9.2% (n = 290,000) | Vero cells, Shiga toxin protein synthesis inhibition reporter; in the data active = inhibition mostly above about 28%, no sharp cut-off; inactive = mostly below about 43%; also: 0% is about no effect
# Active calls of the source: *; ? = inconclusive; . = no result given; & = joins results of further samples; ! = not confirmed by another sample; [ ] = dose if it differs, or a comment. Unless noted, calls follow the shape of the dose curve; as a rule, active = well fitted curve in the direction sought with a large enough effect; inconclusive = small, poorly fitted or top-dose-only effect, or another doubt; inactive = no such curve, though single readings can be large; an effect the other way counts as inactive or inconclusive. Outcome played no part in choosing rows (roughly 16% active in at least one column).
canonical_smiles | FBPA Giardia inh | AMA1-RON2 inh | Shiga toxin inh | AmpC no deterg | AmpC detergent | CHX counter | HCMV antiviral
CC1CCc2nc(NC(=O)C3CC3)sc2C1 (stereo unspecified) | 3% | -2% | 82* | -11% | -5% | 51* | 81
CCn1c(O)c(N=NC(=O)CNC(=O)c2ccco2)c2ccccc21 | -4% | -17% | -11 | -14% | -6% | -4 | -62*
CC(CCc1ccccc1)NC(=O)c1cccc(F)c1 (stereo unspecified) | -1% | -1% | 8 | 1% | 4% | 4 | -31
O=P(Cc1ccccn1)(c1ccccc1)c1ccccc1 | 1% | 8% | -11 | -2% | 3% | 4 | 52
O=C(NCC1CCCO1)c1ccc2c(c1)N(Cc1ccccc1)CCS2 (stereo unspecified) | . | -12% | -4 | 59% | 1% | -1 | -37
Cc1ccc(S(=O)(=O)N(CC(=O)Nc2cccc(C)c2C)C(=O)N2CCN(C)CC2)cc1 | . | -2% | . | -16% | -4% | . | -17
N#CCCn1cc(C(=O)Nc2ccccn2)c(-c2ccccc2)n1 | 6% | -26% | -10 | -18% | -15% | -2 | -4
CCOC(=O)Cn1cc(C(=O)c2cccs2)c2ccccc21 | 0% | -1% | 2 | 0% | 7% | 6 | 100
Cc1c(CC(=O)N2CCN(C(=O)C3COc4ccccc4O3)CC2)c(=O)oc2cc(O)ccc12 (stereo unspecified) | -4% | 4% | -7 | 1% | ? | -3 | -23
Fc1ccc(SCCc2ccncc2)cc1 | 3%&-4% | -4%&-13% | -2&-16 | -39%&-9% | -1%&3% | 3&5 | 40&-13

# Compound profiles, from the list above. Values in the order: FBPA Giardia inh, AMA1-RON2 inh, Shiga toxin inh, AmpC no deterg, AmpC detergent, CHX counter, HCMV antiviral
# O=C(NCC1CCCO1)c1ccc2c(c1)N(Cc1ccccc1)CCS2 (stereo unspecified) is listed with ., -12%, -4, 59%, 1%, -1, -37
# O=P(Cc1ccccn1)(c1ccccc1)c1ccccc1 is listed with 1%, 8%, -11, -2%, 3%, 4, 52

# Further structures follow.
canonical_smiles | FBPA Giardia inh | AMA1-RON2 inh | Shiga toxin inh | AmpC no deterg | AmpC detergent | CHX counter | HCMV antiviral
COc1cc(/C=C(/C#N)c2ccc(F)cc2)ccc1OCc1ccc(C(=O)O)o1 | 15% | 0% | 19 | -6% | ? | 1 | 6
CC(=O)N1CCOCCOCCOCC1 | 4% | -1% | -3 | -11% | 5% | -3 | -22
COc1ccc(-c2nnc(Nc3ccc(OC)c(C(=O)N4CCCCC4)c3)c3ccccc23)cc1 | -6% | -21% | -13 | 163%[activator] | 3% | 0 | 15
COc1ccc(OC)c(N=CC2=C(O)CC(C)(C)CC2=O)c1 | -19% | 39%[activator] | -5 | -24% | -5% | 4 | 35
O=S(=O)(c1ccccc1)N1CCN(C/C=C/c2ccccc2)CC1 | -2% | -10% | 1 | 37% | 6% | -1 | -30
COc1cccc(NC(=O)C2C3C=CC(C3)C2C(=O)O)c1 (stereo unspecified) | -5% | -4% | 1 | -17% | -12% | -3 | 46
O=C(NC1CCCC1)c1cc2nc(-c3ccccc3)cc(-c3ccccc3)n2n1 | -2% | 7% | -5 | -10% | -1% | -4 | -35
CC12CCC(C/C1=N/NC(=O)Nc1ccccc1)C2(C)C (stereo unspecified) | 2% | 7% | 20 | 1% | 0% | 9 | -25
Cc1cc(C)nc(N(C#N)Cc2ccc([N+](=O)[O-])cc2)n1 | 5% | -3% | -11 | -4% | -1% | -2 | -3
COc1ccccc1C(C)N(C)Cc1nc(COc2ccccc2)no1 (stereo unspecified) | 0% | -17% | 23 | 23% | 3% | 8 | 43
Cc1cc(C(=O)NNc2ccc(Cl)cc2)no1 | -14% | -4% | 33 | 61%[activator] | -6% | 7 | -35
O=C(COC(=O)CNC(=O)c1ccc(Cl)cc1Cl)NC(=O)NCc1ccccc1 | . | -8% | . | -12% | -16% | . | 1
Cc1c(OCC(=O)NC(Cc2c[nH]c3ccc(O)cc23)C(=O)O)ccc2c3c(c(=O)oc12)CCC3 (stereo unspecified) | -14% | 0% | -5 | -22% | -2% | 1 | 9
CCOC(=O)N1CCN(C(=O)/C(=C/c2ccc(Br)cc2)NC(=O)c2ccc(OC)cc2)CC1 | -3% | -5% | 19 | 159%[activator] | -14% | -3 | -30
Cc1ccc(OCCNS(=O)(=O)c2ccc(N3CCCC3=O)cc2)cc1 | 1% | 10% | 23 | -13% | ? | -2 | -33
Cc1ccc(S(=O)(=O)N2CCCCC2)cc1C(=O)Nc1cccnc1 | -19% | -17% | -4 | -16% | 4% | -1 | 0
COC(=O)c1sccc1NC(=O)CC1C(=O)NCCN1C(=O)c1ccccc1 (stereo unspecified) | -8% | 18% | -10 | -1% | 2% | 13* | 33
CC1(C)CN(c2ccccc2)N(C(=O)c2ccc(C#N)cc2)C1=O | 14% | -2% | -2 | -1% | 5% | 1 | 2
COC(=O)c1ccccc1Nc1cc(C)nc2nc(C)nn12 | -2% | 9% | -15 | -5% | ? | -5 | 14
COc1cccc(CN(C)C(=O)CSC(C)C(=O)Nc2cc(C)on2)c1OC (stereo unspecified) | . | 47%[activator] | . | -16% | -13% | . | 6

# Overlap with the part before: 6 compounds, followed by the next part.
canonical_smiles | FBPA Giardia inh | AMA1-RON2 inh | Shiga toxin inh | AmpC no deterg | AmpC detergent | CHX counter | HCMV antiviral
Cc1ccc(OCCNS(=O)(=O)c2ccc(N3CCCC3=O)cc2)cc1 | 1% | 10% | 23 | -13% | ? | -2 | -33
Cc1ccc(S(=O)(=O)N2CCCCC2)cc1C(=O)Nc1cccnc1 | -19% | -17% | -4 | -16% | 4% | -1 | 0
COC(=O)c1sccc1NC(=O)CC1C(=O)NCCN1C(=O)c1ccccc1 (stereo unspecified) | -8% | 18% | -10 | -1% | 2% | 13* | 33
CC1(C)CN(c2ccccc2)N(C(=O)c2ccc(C#N)cc2)C1=O | 14% | -2% | -2 | -1% | 5% | 1 | 2
COC(=O)c1ccccc1Nc1cc(C)nc2nc(C)nn12 | -2% | 9% | -15 | -5% | ? | -5 | 14
COc1cccc(CN(C)C(=O)CSC(C)C(=O)Nc2cc(C)on2)c1OC (stereo unspecified) | . | 47%[activator] | . | -16% | -13% | . | 6
Cc1ccc(S(=O)(=O)N2CCN(C(=O)Cn3c(=O)oc4ccccc43)CC2)cc1 | . | -4% | . | 17% | . | . | 36
CC(C)[C@H](NC(=O)c1ccccc1)C(=O)OCC(=O)Nc1ccc2c(c1)OCCO2 | 0% | -5% | -5 | -10% | -5% | 6 | 7
NNC(=O)c1ncoc1-c1ccc(Cl)cc1 | 5% | 47%[activator] | 9 | -23% | 6% | 2 | -12
COc1ccc(NS(=O)(=O)c2ccc(OC)c3ccccc23)cn1 | -27% | -5% | -8 | -39% | -20% | 2 | -16
Cc1ccc(C2(COC(=O)C(C)C)CO2)c(OC(=O)C(C)C)c1 (stereo unspecified) | -1% | 5% | 13 | 35% | -6% | 10* | -25
C=CCN(c1nc(C)c(Br)c(OC)n1)S(=O)(=O)c1ccc(C)cc1 | 0% | 5% | -17 | -15% | -5% | -3 | -17
COc1cc(OC)c2c(c1)OC(c1ccc(OC)c(OC)c1)C(O)C2=O (stereo unspecified) | 14% | 1% | -7 | ? | 0% | 0 | 5
O=C1CCCC/C1=N\Nc1ccc(OCc2ccccc2)cc1 | 1% | 3% | 56* | -6% | 8% | 21* | -12
Cc1ccc2oc(C(=O)NCC(c3ccco3)N3CCCC3)c(C)c2c1 (stereo unspecified) | . | 0% | 41 | 71%[activator] | 3% | 20* | -15
CC(NC(=O)Nc1ccc(F)cc1)C(c1cccs1)N1CCCC1 (stereo unspecified) | 7% | 14% | -8 | -34% | -1% | -6 | -1
O=C(c1cccs1)N1CCN(C(=O)N2CCOCC2)CC1 | 1% | -12% | -7 | -12% | -15% | -2 | -4
COc1ccc(/C=C2\SC(=S)N(CCC(=O)N(CCO)Cc3ccccc3)C2=O)cc1OC | 1% | -10% | -6 | 18% | ? | -2 | -99*
CCCCN(CC)CCCNC(=O)c1cn(CC)c2ccc(S(=O)(=O)N3CCc4ccccc4C3)cc2c1=O | 2% | -26% | -13 | 55% | -6%&-3% | -2 | -60*!
Cc1ccc(C)c(OCC(=O)Nc2ccc(N3CCOCC3)cc2)c1 | -3% | -24% | -6 | 29% | -3% | -1 | -32
O=C(CSc1nc(-c2ccco2)cc(C(F)(F)F)n1)NCCc1ccccc1 | 1% | 2% | 16 | 38% | -5% | 2 | -27
O=C(NNc1c2ccccc2nc2ccccc12)c1ccc(O)cc1O | -9% | ? | 17 | -40% | -6% | 14 | -20
CCOC(=O)C1(Cc2cccc(OC)c2)CCCN(C(=O)CCSC)C1 (stereo unspecified) | -14% | 1% | 81* | 54% | -5% | 28* | 25
NC1=C(Br)C(=O)c2ccccc2C1=O | ? | -18% | 81* | -20% | 4% | 31* | -86*
COc1ccc(OCC(O)CN(C2CCCCC2)C2CCCCC2)cc1 (stereo unspecified) | -2% | -11% | -2 | -31% | -1% | 1 | 3
COC(=O)[C@H](Cc1c[nH]c2ccccc12)NC(=O)NCc1ccc(OC)cc1 | -8% | 4% | -6 | -31% | -8% | -3 | 20
Cc1cc(C)c2oc(-c3ccc(Cl)c(NC(=O)c4ccc(C#N)cc4F)c3)nc2c1 | 0% | -2% | 39* | -29% | 3% | 48* | -21
COc1cccc(CNn2c(-c3cccc(C)c3)nc3ccccc3c2=O)c1O | -9% | -12% | 34 | 9% | 2% | -2 | ?
CSCC[C@H](NC(=O)OC(C)(C)C)c1nnc(SCc2ccc(F)cc2)o1 | -2% | -5% | 19 | 5% | -12% | -4 | ?
CN(C)c1ccnc(C(=O)O)c1 | -2% | 55%[activator] | 10 | -18% | 5% | 15 | -1
Cc1cc(C)c(S(=O)(=O)Nc2ncn[nH]2)c(C)c1 | . | -6% | -5 | -9% | 2% | 2 | -14
O=C(NC(=S)Nc1ccc(N2CCOCC2)cc1)c1cncc(Br)c1 | ? | 32%[activator] | 9 | -51% | ? | -1 | -32
COC(=O)c1cc(C(=O)N2CCN(c3ncccn3)CC2)cc([N+](=O)[O-])c1 | -3% | 0% | -7 | 4% | -10% | -5 | -6
CCOc1ccccc1NC(=O)N1CCC(NC(=O)c2ccccc2C)CC1 | 0% | 7% | -15 | -4% | -11% | -6 | 10
O=C(Nc1ccccc1)c1nsnc1C(=O)Nc1ccccc1 | 1% | -3% | -2 | -19% | -5% | 7 | ?
O=C(Nc1ccc2c(c1)N(S(=O)(=O)c1cccs1)CCC2)c1c(F)cccc1F | . | -18% | . | -30% | -12% | . | -36
